# Assay outcomes (PubChem BioAssay)
# H9c2 TAG inh – inhibitors of triacylglycerol accumulation, primary screen, cell-based, uHTS, fluorescence, H9c2. 230,000 tested, 0.66% active. AID 651582, 2012. inhibition, % at 12.5 µM. H9c2 cells, Nile Red lipid (TAG) fluorescence; cells loaded with 200 µM oleic acid;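 active = pattern-corrected inhibition of lipid staining of at least 50% with the nuclear-stain viability signal not falling by more than 50%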;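 also: 0% = DMSO wells and 100% = triacsin C control wells; some results filed as inactive read as strong as hits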
# H9c2 TAG inh DAPI viability – also measured in H9c2 TAG inh; calls as there; DAPI nuclei signal change (viability), lower = more cytotoxic, %;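 whole-well DAPI fluorescence read on a plate reader as a viability signal; minus 50 percent equals half of cells still viable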
# * = called active by the depositor; & = joins results of further samples. Some of the compounds tested; the hit share may differ from the screen's.
SMILES,H9c2 TAG inh,H9c2 TAG inh DAPI viability
CCOC(=O)Nc1ccc2c(COC(=O)C(NS(=O)(=O)c3ccc(Cl)cc3)C(C)O)cc(=O)oc2c1 (configuration not stated),8.1,12.4
CC(C)=NNC(=O)C1=NNC(=O)C1,2.5,-5.6
COc1ccc(C(=O)c2c3ccccc3[n+]([O-])n2CCCN)cc1,-16.7&13.2,5.9&2.7
CCOc1ccc(/C=N/NC(=O)Cc2cccs2)cc1,-5.1,-2.9
CCc1ccc(OCC(=O)NCCN(C)C)c(Br)c1,7.5,7.7
Cc1nnc(SCC(=O)N(C)CC(=O)Nc2ccccc2Cl)s1,1.6,-3.4
CCC(=N\NC(=O)COc1ccccc1OC)/C(CC)=N/NC(=O)COc1ccccc1OC,5.1,3.0
O=C(O)c1cc(-c2cccnc2)nc2ccc(Br)cc12,-11.0,-9.2
Cc1ccc(C(=O)Nc2nc3c(s2)CCCC3)o1,-17.8,5.1
COc1cccc(-c2cccc3c2NC(=O)C3(C)Cc2ccccc2F)c1 (configuration not stated),-4.0,-6.1
O=C(NNC(=O)C12CC3CC(CC(C3)C1)C2)c1ccco1,-13.7,-6.7
COc1cc2c3nnc(-c4ccc(F)cc4)c-3cn(Cc3ccccc3)c2cc1OC,-389.9,63.5
Cc1cccc(OCCCCCN2CCOCC2)c1,-1.6,-0.6
COc1ccc(CNC(=O)COC(=O)c2n[nH]c3ccccc23)cc1,43.1,15.7
O=C(C1=C[C@H](c2ccc(C(F)(F)F)cc2)C[C@H](OCCCCO)O1)N1CCOCC1,-10.9,8.7
Fc1ccc(N2Cc3ccsc3C=N2)cc1,-6.1,13.2
O=S(=O)(CCN1CCN(c2ccccn2)CC1)c1ccc(F)cc1,-4.1,9.4
CCOC(=O)c1c(C)n(CC(O)CN(C)C)c2cc(Br)c(OC)cc12 (configuration not stated),0.6,25.7
Nc1cccc2c(=O)[nH][nH]c(=O)c12,2.5,-1.7
NC(=O)C1CCN(c2cc(N3CCOCC3)ccc2[N+](=O)[O-])CC1,18.3,0.9
CN(CC(=O)Nc1ccc(Cl)c(Cl)c1)CC(=O)Nc1ccc2c(c1)OCO2,-3.3,-8.6
CCCCn1c(=S)[nH]c2c(=O)n(C)c(=O)n(C)c21,-8.5,1.9
O=C1c2ccncc2C(=O)N1c1cccc(Cl)c1,5.3,-6.2
C=C(C)c1cccc(C(C)(C)NC(=O)NCC2CCCO2)c1 (configuration not stated),6.8,-5.2
CCC(C)[C@H](NC(=O)N1CCCCC1)C(=O)OC (some centres not stated),6.8,-0.7
COC(=O)C1CCN(C(=O)COC(=O)c2ccc(N3CCCC3=O)cc2)CC1,-9.8,-0.8
COC(=O)C1=C(C)N(CCCC(=O)O)C(=O)NC1c1cccc2ccccc12 (configuration not stated),7.8,-10.8
CC(C)CN1CCNC(=O)C1CC(=O)NCCc1cnn(-c2ccccc2)c1 (configuration not stated),-2.4,7.3
CCc1nc2ccc(C(=O)NCCOc3ccc(OC)cc3)cn2c1N(CC)Cc1cccc(Br)c1,-6.0,11.5
c1ccc(COc2ncnc3c2ncn3CCCNCc2ccccn2)cc1,5.6,-4.8
Cc1cc(=O)[nH]c(NN=C2C3CC4CC(C3)CC2C4)n1,3.1,1.5
COc1ccc(CC2(CO)CCN(Cc3cc4ccccc4o3)CC2)cc1,-7.4,32.1
OC(CNc1nc2ccccc2s1)c1ccccc1 (configuration not stated),-23.7,-8.8
O=C(NCc1nc(-c2ccc(C(F)(F)F)cc2)no1)Nc1cc(Cl)cc(Cl)c1,-30.4,-0.9
CCN(CC(=O)Nc1ccc(OC)cc1)C(=O)c1cc([N+](=O)[O-])ccc1N1CCOCC1,-7.9,-2.8
O=[N+]([O-])c1cc(-c2nnc(Nc3ccc(O)cc3)c3ccccc23)ccc1N1CCOCC1,4.8,-4.3
O=C(O)/C(=C\c1ccc(-c2ccccc2[N+](=O)[O-])o1)c1ccccc1,-2.0,-1.6
O=C(O)/C=C/c1cn(Cc2ccccc2)nc1-c1ccccc1,5.8,1.5
Cc1cc(C(=O)COc2ccccc2[N+](=O)[O-])c(C)n1C1CC1,5.4,10.1
CCOC(=O)C[C@H]1c2cc(C(F)(F)F)ccc2S(=O)(=O)N1Cc1ccccc1,-17.8,6.1
C=CCc1ccc(OCc2ccc(C(=O)OC)o2)c(OC)c1,-5.6,12.4
CCOC(=O)c1[nH]c2ccc(C)cc2c1N=CN(CC)CC,8.0,5.1
Cc1ccc(NC(=O)c2sc3nc(N4CCOCC4)c4c(c3c2N)CCCC4)cc1,41.1,10.7
C#CCN(C[C@@H]1[C@@H](OC(=O)NCCCCCC)[C@@H](OC(=O)NCCCCCC)Cn2c(=O)ccc(=O)n21)S(=O)(=O)c1ccc(C)cc1,15.1,-2.0
CN(C)S(=O)(=O)c1ccc(N2CCCC2)c(C(=O)Nc2ccccc2Br)c1,0.3,7.2
CCN(CC(=O)Nc1ccccc1C(F)(F)F)C(=O)c1ccccc1OCc1ccc(F)cc1,-20.7,12.0
CNc1cnc(-c2ccc(C(=O)N3CCOCC3)cc2)cn1,-0.5,13.4
CC(C)(C)NS(=O)(=O)c1ccc(OCC(=O)NCC2CCCO2)cc1 (configuration not stated),-10.3,1.3
NS(=O)(=O)c1ccc(CCNCc2cccs2)cc1,13.9,-6.2
CCOC(=O)[C@@H]1[C@H]2COc3ccc(Br)cc3[C@@H]2N2C(=O)N(c3ccc(Br)cc3)C(=O)[C@@]12C,42.5,-3.3
Cc1nc(C(F)(F)F)ccc1C(=O)N1CCC1(C)C(=O)Nc1ccc2c(c1)OCO2 (configuration not stated),6.8,-2.4
CC(=O)Nc1cccc(NC(=O)CSc2nc(=O)n(CCN3CCOCC3)c3c2CCCC3)c1,22.2,-6.5
Cc1ccc(NNC(N)=S)cc1Cl,9.1,-1.4
O=C(CN1CCN(c2ncccn2)CC1)NCc1ccc2c(c1)OCO2,17.6,-18.5
O=C(NNc1ccccc1)OCc1ccccc1,-11.3,-7.8
COc1ccc(-c2ccc(N(C)C)cc2)cc1[C@H]1[C@@H]2C=CCC[C@@]2(C)C(=O)N1Cc1ccccc1,19.2,-10.9
CN(C(=O)COC(=O)CNC(=O)c1ccc(C(C)(C)C)cc1)c1c(N)n(Cc2ccccc2)c(=O)[nH]c1=O,-11.5,5.6
Cc1cccc(C)c1NC(=O)CN(C)C(=O)C1CC(=O)N(c2cccc3ccccc23)C1 (configuration not stated),8.0,-3.4
CN(C)S(=O)(=O)N1CCN(c2ccc([N+](=O)[O-])cc2)CC1,5.5,-11.3
CC1CCN(S(=O)(=O)c2ccc(C(=O)NNC(=O)C3CC3)cc2)CC1,10.3,-15.0

# Remaining list, next part.
SMILES,H9c2 TAG inh,H9c2 TAG inh DAPI viability
c1ccc(OCCNc2ccn3nc(-c4ccccc4)cc3n2)cc1,-1.8,16.0
CC(C)Nc1nc(Nc2ccc(C#N)cc2)c2sccc2n1,19.9,12.0
CCc1ccc(C(=O)CN2C(=O)NC(C)(c3ccc(C)cc3)C2=O)cc1 (configuration not stated),-3.3,-2.3
OC(c1cccc(Cl)c1)c1nc(-c2csc3ccccc23)cs1 (configuration not stated),-34.3,10.4
CCN(C(=O)CSc1nnc(-c2cccs2)n1N)c1c(N)n(Cc2ccccc2)c(=O)[nH]c1=O,18.3,-4.3
CN1CCN(C(=O)C[C@@H]2C[C@H]3c4cc(NC(=O)c5cccnc5)ccc4O[C@H]3[C@H](CO)O2)CC1,-6.9,3.1
CC1CC(C)CN(CCCNC(=O)Cn2ncn3cccc3c2=O)C1 (configuration not stated),-6.0,10.9
CS(=O)(=O)N(CC(=O)Nc1ccccc1F)C1CCCCC1,1.9,5.3
Cc1cc(C)cc(NC(=O)C2CCN(c3cnccn3)CC2)c1,10.9,-11.5
Cc1cccc(OCCSc2ncnc3nc[nH]c23)c1,-23.1,14.0
Cc1cc(C(F)(F)F)nc(SCCN2CCOCC2)c1C#N,4.7,-4.1
COc1ccc(-c2sc3ccc(OC)cc3c2-c2ccc(OC)nc2)cc1,-43.9,-1.6
Cc1ccc(NC2=C(C(=O)c3ccccc3)N(C)S(=O)(=O)c3ccccc32)cc1,12.7,3.2
Cc1cc(N)n(-c2ccc([N+](=O)[O-])cc2)n1,-2.4,-3.9
COc1ccc(-c2ncn(CCC#N)c2[N+](=O)[O-])cc1,8.8,-2.9
CC(C)c1cc(O)c(-c2ccccc2)c(=O)n1-c1ccc(Cl)cc1,-11.8,1.7
CCOC(=O)N1CCN(c2c(Nc3cc(C)[nH]n3)c(=O)c2=O)CC1,27.2,-24.3
Cc1cc(NC(=O)CSc2nnc(C)o2)no1,14.2,4.9
O=C(Nc1ccc(F)cc1F)c1ccc(S(=O)(=O)N2CCCCC2)cc1,14.9,-14.7
Cc1ccc(C(=O)Nc2nnc(-c3ccc(C(C)(C)C)cc3)s2)cc1,5.8,8.2
CCOC(=O)c1cccc(NC(=O)Cn2cnc3c2c(=O)n(C)c(=O)n3C)c1,-9.2,-0.9
COc1ccc(/C=N/NC(=O)c2ccc(N(C)S(=O)(=O)c3ccccc3)cc2)cc1OC,-14.4,3.8
Cc1cc(C)n(-c2ccc(C(=O)OCC(=O)NCc3ccco3)cc2)n1,5.2,-9.7
Cc1ccc(OCC(=O)Nc2ccc(S(=O)(=O)N3CCCCC3)cc2)c([N+](=O)[O-])n1,9.9,-8.5
COc1ccc(-n2c(-c3ccco3)nc3c(cnn3-c3ccccc3C)c2=O)cc1,-22.0,0.7
Nc1ccc(C(=O)OCC(=O)c2cccc([N+](=O)[O-])c2)cc1,6.5,18.9
CCCOc1ccc(S(=O)(=O)N2CCOCC2)cc1[N+](=O)[O-],-1.3,3.7
Clc1cccc(OCc2nc(-c3ccncc3)n[nH]2)c1,4.1,-11.0
CSc1nnc(-c2cc3c(-c4ccccc4)nn(C)c3s2)n1C,38.2,9.0
COc1ccc(CC(=O)OCC(=O)NCc2ccccc2Cl)cc1,-9.6,5.6
CC(C)CC(NS(=O)(=O)c1ccc2c(c1)oc(=O)n2C)C(=O)NCc1cccnc1 (configuration not stated),2.0,-9.0
Cc1cccc(N2CCN(C(=O)c3ccc4nc(N5CCCCC5)sc4c3)CC2)c1C,11.1,-11.0
COc1cccc(C2C(C(=O)c3cc4ccccc4o3)=C(O)C(=O)N2c2cc(C)on2)c1OC (configuration not stated),-5.5,-8.3
Cc1cc(-c2csc(NC(=O)c3ccc(=O)[nH]c3)n2)c(C)n1Cc1ccco1,8.1,39.9
CCOC(=O)N1CCN(C(=O)Cc2ccccc2[N+](=O)[O-])CC1,1.8,-3.5
CC(=O)N1CCN(c2nc(-c3ccco3)c3c(c2C#N)CC(C)(C)SC3)CC1,-1.8,6.0
COC(=O)c1ccc(N=Nc2ccccc2)cc1,-7.7,2.4
Cn1c(=O)n(CCOc2ccc([N+](=O)[O-])cc2)c2ccccc21,0.1,2.6
O=C1C2CC=CCC2C(=O)N1CNc1ccccc1 (configuration not stated),-7.9,-5.4

# Grouped by structure, those above with an aryl methoxy group (17)
SMILES,H9c2 TAG inh,H9c2 TAG inh DAPI viability
COc1ccc(C(=O)c2c3ccccc3[n+]([O-])n2CCCN)cc1,-16.7&13.2,5.9&2.7
CCC(=N\NC(=O)COc1ccccc1OC)/C(CC)=N/NC(=O)COc1ccccc1OC,5.1,3.0
COc1cccc(-c2cccc3c2NC(=O)C3(C)Cc2ccccc2F)c1 (configuration not stated),-4.0,-6.1
COc1cc2c3nnc(-c4ccc(F)cc4)c-3cn(Cc3ccccc3)c2cc1OC,-389.9,63.5
COc1ccc(CNC(=O)COC(=O)c2n[nH]c3ccccc23)cc1,43.1,15.7
CCOC(=O)c1c(C)n(CC(O)CN(C)C)c2cc(Br)c(OC)cc12 (configuration not stated),0.6,25.7
CCc1nc2ccc(C(=O)NCCOc3ccc(OC)cc3)cn2c1N(CC)Cc1cccc(Br)c1,-6.0,11.5
COc1ccc(CC2(CO)CCN(Cc3cc4ccccc4o3)CC2)cc1,-7.4,32.1
CCN(CC(=O)Nc1ccc(OC)cc1)C(=O)c1cc([N+](=O)[O-])ccc1N1CCOCC1,-7.9,-2.8
C=CCc1ccc(OCc2ccc(C(=O)OC)o2)c(OC)c1,-5.6,12.4
COc1ccc(-c2ccc(N(C)C)cc2)cc1[C@H]1[C@@H]2C=CCC[C@@]2(C)C(=O)N1Cc1ccccc1,19.2,-10.9
COc1ccc(-c2sc3ccc(OC)cc3c2-c2ccc(OC)nc2)cc1,-43.9,-1.6
COc1ccc(-c2ncn(CCC#N)c2[N+](=O)[O-])cc1,8.8,-2.9
COc1ccc(/C=N/NC(=O)c2ccc(N(C)S(=O)(=O)c3ccccc3)cc2)cc1OC,-14.4,3.8
COc1ccc(-n2c(-c3ccco3)nc3c(cnn3-c3ccccc3C)c2=O)cc1,-22.0,0.7
COc1ccc(CC(=O)OCC(=O)NCc2ccccc2Cl)cc1,-9.6,5.6
COc1cccc(C2C(C(=O)c3cc4ccccc4o3)=C(O)C(=O)N2c2cc(C)on2)c1OC (configuration not stated),-5.5,-8.3
